RmlC RmlD mix = RmlC/RmlD inhibition, mixture screen | RmlC/RmlD coupled enzyme inhibition, 384-well mixture HTS | inhibition, % at 5.5 µM | actives 0.39% (n = 110,000); in the data active means inhibition above about 30%, passing the limit was not always enough; inconclusive means no clear call, values can overlap the other calls; further: strong numbers were not always called active
RT RNaseH block = blocks HIV-1 RNase H cleavage of RNA/DNA duplex | RT-RNase H RNA/DNA duplex cleavage, fluorescence | actives 1.9% (n = 65,000) | AID 565 | inhibition, % at 10 µM | P04585; in the data active means inhibition above about 50%
* = called active by the depositor; ? = inconclusive; nt = no result given. This is a subset; rates above refer to the full screens.

Below each compound – RmlC RmlD mix | RT RNaseH block
O=C(Nc1ccc(N2CCOCC2)c(Cl)c1)c1ccc(Br)o1
  -14 | 1
COc1ccc(-n2c(N)c(C(=O)NCc3ccco3)c3nc4ccccc4nc32)c(OC)c1
  -8 | 32
CCCCc1nc2ccccc2c(=O)n1-c1ccc(O)cc1
  5 | -7
CC(CNCC1CCCO1)COc1cccc2ccccc12 (stereo unspecified)
  -12 | nt
CC1(C)O[C@@H]2C[C@H]3[C@@H]4C[C@H](F)C5=CC(=O)CC[C@]5(C)[C@H]4[C@@H](O)C[C@]3(C)[C@]2(C(=O)CO)O1
  -2 | -3
CCOC(=O)c1nnn(-c2nonc2N)c1CN(C)Cc1ccccc1
  -24 | 21
O=C(CO)N/N=C/c1ccc(Cl)cc1
  12 | nt
O=C1CC(c2ccccc2)n2nc(N3C(=O)c4ccccc4C3=O)nc2N1 (stereo unspecified)
  -18 | 9
CN(CC(=O)NC1CCCCCC1)S(=O)(=O)c1ccccc1
  -16 | -4
CN(C)c1ccc(/C=C/C=C2/SC(=S)N(c3ccccc3)C2=O)cc1
  -5 | nt

Carrying on:
Below each compound – RmlC RmlD mix | RT RNaseH block
COCCCN1C(=O)C(=O)/C(=C(/O)c2ccc(OC(C)C)cc2)C1c1ccc(O)c(OC)c1 (stereo unspecified)
  -8 | 0
CC(C)Cn1c(CCC(=O)O)ccc1-c1cccs1
  14 | -2
CCCc1nc2sc3ccccc3c(=O)c2c(=O)n1Cc1ccco1
  nt | 11
COc1ccccc1N1CCN(CC(O)COc2c(OC)cccc2OC)CC1 (stereo unspecified)
  -11 | -13
CC(=O)c1ccc(S(=O)(=O)NCCCC(=O)NCCc2ccccn2)cc1
  -8 | -1
Cc1cc(=O)n2c(ccc3ccccc32)c1C#N
  8 | -19
COc1ccccc1CNC(=O)CN1C(=O)C(C)N(c2ccc(C)cc2)C1=O (stereo unspecified)
  ? | 1
CCCC[C@@H]1CNC(=S)N1CCC12CC3CC(CC(C3)C1)C2
  -7 | nt
CC(C)=CC(=O)Nc1nnc(C)s1
  5 | nt
COC(C)(C)[C@]12CC(O)(c3ccccc3)ON1[C@H]1CCCCC1N2O (stereo partly specified)
  4 | -12

(listing goes on)
Below each compound – RmlC RmlD mix | RT RNaseH block
CCCCCNC(=O)C(C)NS(=O)(=O)c1ccc(OC)cc1 (stereo unspecified)
  -10 | 3
COCCNC(=O)C1CCCN(c2ncccn2)C1 (stereo unspecified)
  19 | -5
COc1ccc(OC(=O)c2cccnc2)cc1
  -1 | nt
O=C(O)C12C3CCCC1C32c1ccccc1 (stereo unspecified)
  9 | -7
O=C(NCCCN1CCCC1=O)c1ccc2c(c1)NC(=O)c1ccccc1S2
  -14 | nt
CCC(C)Sc1nc2c(cnn2-c2ccccc2)c(=O)[nH]1 (stereo unspecified)
  10 | -19
Cc1cc2cc(C(c3nnnn3C(C)(C)C)N(Cc3ccco3)CC3CCCO3)c(=O)[nH]c2cc1C (stereo unspecified)
  3 | nt
Cc1sc2ncn(CC(=O)NCCCC(=O)N3CCN(c4ccccc4)CC3)c(=O)c2c1C
  -9 | nt
O=C(COC(=O)c1ccccn1)Nc1ccccc1Cl
  -3 | -6
FC(F)(F)C1=NC(C(F)(F)F)=NP(N2CCOCC2)(N2CCOCC2)=N1
  -1 | -1

(listing goes on)
Below each compound – RmlC RmlD mix | RT RNaseH block
CCOC(=O)N1CCN(C(=O)CN(c2ccc(Cl)c(C(F)(F)F)c2)S(C)(=O)=O)CC1
  2 | 7
Cc1sc2nc(C(C)C)nc(SCC(=O)NCc3ccco3)c2c1C
  12 | 4
O=C(Cn1nnc(-c2ccc(Cl)cc2)n1)NC1CC2CCC1C2 (stereo unspecified)
  3 | -3
O=C(COc1ccccc1)NC(NC(=S)Nc1ccccc1O)C(Cl)(Cl)Cl (stereo unspecified)
  -15 | nt
Cc1ccc(NC(=S)Nc2ncccc2C)c(C)c1
  -7 | nt
COc1ccc(NC(=O)C(NC(C)=O)C(=O)NCc2ccccc2)cc1 (stereo unspecified)
  1 | nt
Cc1ccc2c(CSc3nnc(C4CC4)n3N)cc(=O)oc2c1
  0 | -8
c1coc(-c2nnc(SCc3cn4ccccc4n3)o2)c1
  -4 | -15
O=C(c1cc(-c2cccs2)on1)N1CCc2ccccc2C1
  -11 | -15
CSc1n[nH]c(NCc2ccc(Cl)cc2)n1
  -21 | nt

Taken from above:
c1coc(-c2nnc(SCc3cn4ccccc4n3)o2)c1 in RT RNaseH block shows -15
Cc1ccc2c(CSc3nnc(C4CC4)n3N)cc(=O)oc2c1 in RT RNaseH block shows -8

Other structures
Below each compound – RmlC RmlD mix | RT RNaseH block
COc1cc(C=O)ccc1OCCOCCOc1cc(C)ccc1Cl
  -16 | nt
COc1ccc(C2N=C(c3ccccc3)C(C)(C)N2O)cc1 (stereo unspecified)
  3 | nt
O=C(Oc1cccc(N2C(=O)CCC2=O)c1)c1ccccc1
  -10 | nt
c1nnn(C23CC4CC(CC(C4)C2)C3)n1
  -8 | -6
O=C(CN1CCN(Cc2cccc(Cl)c2)C1=O)N1CCC2(CC1)OCCO2
  5 | -4
O=C(c1ccco1)N1CCN=C1SCc1cccc(Cl)c1
  2 | -8
O=C(c1ccc(CN2CCOCC2)cc1)N1CCN(c2ccccc2F)CC1
  4 | nt
Cc1ccc2nc(NNC(=O)c3ccc(S(=O)(=O)N4CCc5ccccc5C4)cc3)sc2c1
  -13 | nt
CN1CCCC1C(O)(c1ccccc1)c1ccccc1 (stereo unspecified)
  -11 | nt
COC(=O)c1ccccc1NC(=O)C1CCN(S(C)(=O)=O)CC1
  -14 | -4

One compound at a time, from the list above. Screens in order: RmlC RmlD mix | RT RNaseH block
Cc1ccc(NC(=S)Nc2ncccc2C)c(C)c1 in the list: -7 | nt
O=C(Cn1nnc(-c2ccc(Cl)cc2)n1)NC1CC2CCC1C2 (stereo unspecified) in the list: 3 | -3
O=C(O)C12C3CCCC1C32c1ccccc1 (stereo unspecified) in the list: 9 | -7

(cont.)
Below each compound – RmlC RmlD mix | RT RNaseH block
CCOc1ccc(N2CCCn3c2nc2c3c(=O)n(CCc3ccccc3)c(=O)n2C)cc1
  nt | 4
CCOC(=O)c1c(C)nn(Cc2ccccc2)c1N
  12 | -12
Cc1cccc(NC(=S)NC2CC3CCCC(C2)N3Cc2cccs2)c1C (stereo unspecified)
  7 | nt
O=C(c1ccc(S(=O)(=O)NCC2CCCO2)cc1)N1CCc2ccccc21 (stereo unspecified)
  nt | -15
CCCc1nnc(SCCSc2nnc(CCC)n2N)n1N
  -6 | -12
Cc1cc(C)cc(Oc2ccccc2/C=C\C(=O)O)c1
  -7 | nt
CCOc1ccc(S(=O)(=O)NCc2csc(C)n2)cc1
  0 | -17
Clc1ccc(/C=N/Nc2nnc(-c3ncc[nH]3)c3ccccc23)cc1
  5 | nt
COCc1cc(C)nc(N2CCOCC2)c1C#N
  8 | -11
Cc1ccc(SCc2c(-c3ccccc3)nn(C)c2Cl)cc1
  7 | nt

The listing continues.
Below each compound – RmlC RmlD mix | RT RNaseH block
COC(=O)c1ccc(CSc2nnc(NCc3ccccc3)s2)o1
  15 | -57
CCCC(=O)N=C1SC2CS(=O)(=O)CC2N1c1ccc(CC)cc1 (stereo unspecified)
  nt | -5
CC(C)Cn1c(=O)n(C)c(=O)c2[nH]cnc21
  8 | nt
Cc1nnc2n(C3CCCCC3)c(=O)c3c4c(sc3n12)COC(C)(C)C4
  -8 | 0
COc1ccc(-c2nsc3c(N4CCCC4)ncnc23)cc1
  -12 | 14
CCc1c(C(C)S(=O)(=O)c2ccc(C)cc2)[nH]c(=O)n1-c1ccc(C)cc1 (stereo unspecified)
  -10 | nt
CCOc1ccc2nc(N3CCC(C(=O)N4CCC5(CC4)OCCO5)CC3)sc2c1
  -10 | nt
CCOc1ccccc1N=C1SCCCN1C
  -3 | -9
CCc1cc2c(N3CCN(c4ccccc4)CC3)ncnc2s1
  12 | -27
CCOC(=O)c1c(CN2CCN(Cc3ccccc3)CC2)n(C)c2cc(Br)c(OC)cc12
  0 | nt

More compounds:
Below each compound – RmlC RmlD mix | RT RNaseH block
CC(=O)C1=C(O)C(=O)N(c2ccc(C)cc2)C1c1ccccn1 (stereo unspecified)
  12 | nt
Cc1ccc(NC(=O)C2CCCN(S(=O)(=O)c3cccs3)C2)cc1 (stereo unspecified)
  3 | -14
CN(C)S(=O)(=O)N1CCCN(S(=O)(=O)N(C)C)CC1
  -18 | -7
O=C(OCc1ccccc1)c1cn(-c2ccccc2)nc1-c1ccncc1
  -6 | nt
CCCCN(CC)S(=O)(=O)c1ccc(C(=O)Nc2nnc(-c3cccs3)o2)cc1
  -1 | 74*
Clc1ccc(N2N=C(c3cccs3)CC2c2ccco2)cc1 (stereo unspecified)
  -168 | nt
O=C(N/N=C/c1ccc(O)cc1)/C(=C/c1ccc([N+](=O)[O-])cc1)NC(=O)c1ccccc1
  6 | nt
O=C(Nc1nccs1)[C@@H]1CC=C[C@@H]2CCN(Cc3ccccc3)C(=O)[C@@H]21
  8 | nt
Cc1ccc(/C=N/NC(=O)C2CCN(Cc3ccc(F)cc3Cl)CC2)o1
  -13 | nt
COc1ccc(N2C(=O)CC(SCC(=O)O)C2=O)cc1 (stereo unspecified)
  -7 | nt

(further entries)
Below each compound – RmlC RmlD mix | RT RNaseH block
O=C1CN(C(=O)CSc2nnc(C3CC3)n2-c2ccccc2)c2ccccc2N1
  -13 | nt
Cc1cc(C)cc(-n2c(=O)c3sccc3n(CC(=O)NCc3ccco3)c2=O)c1
  14 | -7
O=C(O)c1ccc2c(c1)N(Cc1cccc(F)c1)C(=O)CS2
  6 | -5
COc1ccc(NC(=O)C2CC(=O)n3cnnc3S2)cc1 (stereo unspecified)
  13 | nt
CCC(C)NC(=O)c1cnn2c1NC(c1ccc3c(c1)OCO3)CC2C(F)(F)F (stereo unspecified)
  -8 | 7
Cc1ccc2[nH]c(=O)c(CN(CC3CCCO3)C(=O)c3ccncc3)cc2c1 (stereo unspecified)
  nt | 0
O=C(Nc1ccc2oc(-c3ccccc3)nc2c1)c1ccc2c(c1)OCCO2
  -228 | 20
OC(CNCC1COc2ccccc2O1)COCc1cccs1 (stereo unspecified)
  -7 | -3
Cc1cc(C)c(S(=O)(=O)N2CCCCC2)c(C)c1N(C)S(=O)(=O)c1ccccc1
  -3 | nt
C=CCOc1ccc(CNc2nccs2)cc1
  6 | nt

Other structures follow:
Below each compound – RmlC RmlD mix | RT RNaseH block
CCOC(=O)c1[nH]c2ccc(OC)cc2c1NC(=O)c1nonc1C
  7 | 3
CC(C)=CCC/C(C)=C/C(=O)O
  3 | nt
COc1ccc(NC(=O)Nc2ncn(Cc3cccc(C(F)(F)F)c3)n2)cc1OC
  11 | -31
C=CCSC1=N/C(=C\c2ccc(C)o2)C(=O)S1
  6 | -28
Cc1ccc(O)c(-c2cc(C(=O)Nc3ccc(S(=O)(=O)N4CC(C)OC(C)C4)cc3)[nH]n2)c1 (stereo unspecified)
  7 | 32
COc1cc(Sc2ccc(C)cc2)c(OC)cc1N
  -20 | -13
CC(NC(=O)C1CCC1)c1ccc2c(c1)OCO2 (stereo unspecified)
  -7 | -5
CCOc1ccc(N2CC(C(=O)NCc3ccc(F)cc3)CC2=O)cc1 (stereo unspecified)
  3 | -13
N#CC1=C(N)NC(SCc2ccccc2)=C(C#N)C12CCCCC2
  nt | -10
Cc1cc(C)c(NC(=O)CS(=O)CC(=O)NCC2CCCO2)c(C)c1 (stereo unspecified)
  3 | 0

Remaining list, next part:
Below each compound – RmlC RmlD mix | RT RNaseH block
CCNc1nc(NCC)nc(Nn2cnnc2)n1
  9 | -5
COc1ccc(CN(Cc2cccnc2)C(=S)NCCc2ccccc2)cc1OC
  -6 | nt
FC(F)(F)c1ccccc1Nc1nccs1
  -11 | -9
CC1CCN(S(=O)(=O)c2ccc(NC(=O)CN3CCCC(C)C3)cc2)CC1 (stereo unspecified)
  -10 | nt
Cc1ccc(N2C(=O)c3ccccc3C2Nc2cccnc2)nc1 (stereo unspecified)
  -9 | -3
CCCCCCCCCn1cc(C(C)=O)c(=O)[nH]c1=O
  47 | nt
OC1CCCN(c2c3c(nc4cc(-c5cccc(Cl)c5)nn24)CCC3)C1 (stereo unspecified)
  4 | -52
Cc1ccc(NC(=O)CSc2nnc(Cn3c(=O)sc4ccccc43)n2C)cc1
  6 | 1
Cc1ccc(C)c(NC(=O)C2CC(O)CN2C(=O)OC(C)(C)C)c1 (stereo unspecified)
  -22 | -11
O=C(C1CCN(S(=O)(=O)N2CCC3(CC2)OCCO3)CC1)N1CCOCC1
  18 | 1

Remaining list, next part:
Below each compound – RmlC RmlD mix | RT RNaseH block
CN1CCN(Cc2cc(COCc3ccccc3)c3cccnc3c2O)CC1
  -20 | 22
CC(C)(C)n1nnnc1C(c1cccc(C#N)c1)N1CCCc2ccccc21 (stereo unspecified)
  -20 | -4
Cc1ccc(-c2nnn(CC(=O)N(CC3CCCO3)C(C(=O)NC3CCCCC3)c3ccc(F)cc3)n2)o1 (stereo unspecified)
  -13 | nt
c1ccc([C@@H]2CO2)cc1
  7 | nt
CCCC(=O)C1=C(N(C)c2ccccc2)CC(C)(C)C(C(=O)OC)C1=O (stereo unspecified)
  15 | 0
COc1cc(/C=N/n2nnnc2N)ccc1O
  -40 | 8
Cc1cc(C)n(-c2nc(NCCO)c3c4c(sc3n2)CCCC4)n1
  -1 | -4
OC(Cc1ccccc1)(c1ccccc1)C1CN2CCC1CC2 (stereo unspecified)
  -8 | 5
CC(=O)Nc1ccc(N(C)S(C)(=O)=O)cc1
  8 | nt

Fetched one by one from the list above, 3 records:
Below each compound – RmlC RmlD mix | RT RNaseH block
OC(CNCC1COc2ccccc2O1)COCc1cccs1 (stereo unspecified)
  -7 | -3
COc1ccccc1N1CCN(CC(O)COc2c(OC)cccc2OC)CC1 (stereo unspecified)
  -11 | -13
COc1ccc(C2N=C(c3ccccc3)C(C)(C)N2O)cc1 (stereo unspecified)
  3 | nt
